# Screens (PubChem BioAssay)
# p53null 32C kill = kills p53 null cells at the permissive temperature; H1299-neo p53 null cells, ATP luminescence, 24 h, 32C; Potency, µM (top dose mostly 46.1 µM), inactives show at the highest dose activity change, negative = cytotoxicity, usual class: cytotoxic; actives 0.62% (n = 55,000); AID 903;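 also: potency is read from the fitted curve at half-maximal effect; 0% = DMSO only and -100% = full killing by 100 µM tamoxifen; nearly all actives have a fitted effect of over 55% in size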
#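 ATP-content luminescence in p53-null H1299-neo cells after 24 h compound exposure (up to 46 uM) at 32C permissive temperature; 0% and 100% killing set by DMSO and 100 uM tamoxifen; Hill-equation AC50.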
# FH mod = Identification of activators of human fumarate hydratase by quantitative high-throughput screening. actives 0.22% (n = 54,000). Fumarate hydratase, mitochondrial (Homo sapiens), P07954. FH coupled MDH/diaphorase resazurin fluorescence, 15 min. Potency, µM (highest dose often 79.9 µM), inactives show at the top dose activity change, negative = inhibition, hits mostly inhibitors; also: potency is read from the fitted curve at half-maximal effect; % is scaled to controls: 0 for no effect and ±100 for the full control effect; the screen sought activators but most active calls are inhibition curves; nearly all actives have a fitted effect of over 45% in size
# GALK inhibitor = inhibits human galactokinase | AID 1347072 | Potency, µM (doses to about 57.5 µM), for inactives: at the top dose activity, negative = inhibition, most hits filed as inhibitors | recombinant GALK, Kinase-Glo ATP luminescence, 1 h | 44,000 tested, under 10 active | P51570;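 also: plate controls were full GALK reaction for no effect and reaction lacking GALK for full effect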
#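 Human GALK (5 nM) was incubated with 35 uM ATP and 100 uM galactose in 20 mM HEPES pH 8.0 with MgCl2, NaCl, DTT and BSA for 1 h at room temperature. Remaining ATP was measured by Kinase-Glo Plus luminescence.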
# B2AR arrestin ag = beta-arrestin recruitment by human beta2-adrenergic receptor ligands | HTLA Tango cells, beta-arrestin recruitment, luciferase luminescence, 18 h | Potency, µM (top dose mostly 46.1 µM), for inactives: top-dose activation, most hits filed as activators | 44,000 tested, under 10 active;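 also: potency is read from the fitted curve at half-maximal effect; 0% = DMSO and full agonism = EC100 isoproterenol or metaproterenol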
# Target sequence (P07550 whole entry, looked up): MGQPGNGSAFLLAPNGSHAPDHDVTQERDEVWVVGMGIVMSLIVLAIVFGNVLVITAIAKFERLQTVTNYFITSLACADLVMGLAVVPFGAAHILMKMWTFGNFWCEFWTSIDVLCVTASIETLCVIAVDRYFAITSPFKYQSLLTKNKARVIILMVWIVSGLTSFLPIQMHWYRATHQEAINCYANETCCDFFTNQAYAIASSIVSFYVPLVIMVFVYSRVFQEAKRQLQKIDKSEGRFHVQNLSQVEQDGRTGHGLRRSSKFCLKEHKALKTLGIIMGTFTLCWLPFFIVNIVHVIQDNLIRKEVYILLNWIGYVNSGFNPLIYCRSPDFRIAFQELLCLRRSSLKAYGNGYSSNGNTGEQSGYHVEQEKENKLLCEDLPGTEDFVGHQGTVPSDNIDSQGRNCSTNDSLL
#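 Tango cells (recombinant beta2-AR, beta-arrestin, tTA-driven luciferase), 1500/well in DMEM 1% FBS, treated 18 h at 37 °C with compounds up to 46 µM; luciferin mix added, luminescence read after 15 min; %activity curves fitted and curve-classed.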
# PTAP-TSG101 blk = inhibitors of HIV-1 PTAP binding to human TSG101, validation; Q99816; Fluorescence polarization, FITC-PTAP peptide/Tsg101, 20 min; Potency, µM (highest dose often 115 µM), for the others: at the highest dose activity change, negative = inhibition, usual class: inhibitors; 44,000 tested, under 10 active; AID 1347069; also: potency is read from the fitted curve at half-maximal effect; 0% is about no effect
# Target sequence (Q99816 whole entry, looked up): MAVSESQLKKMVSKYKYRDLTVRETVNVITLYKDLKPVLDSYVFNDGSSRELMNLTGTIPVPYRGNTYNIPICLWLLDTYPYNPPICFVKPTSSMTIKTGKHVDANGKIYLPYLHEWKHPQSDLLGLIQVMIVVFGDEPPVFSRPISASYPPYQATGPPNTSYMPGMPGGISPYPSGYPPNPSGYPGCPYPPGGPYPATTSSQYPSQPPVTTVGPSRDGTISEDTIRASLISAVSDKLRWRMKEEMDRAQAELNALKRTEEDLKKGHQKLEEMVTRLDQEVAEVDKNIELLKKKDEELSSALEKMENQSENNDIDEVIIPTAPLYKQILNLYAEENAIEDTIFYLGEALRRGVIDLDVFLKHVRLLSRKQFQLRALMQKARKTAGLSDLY
#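 Steps: Tsg101 binding domain (10 uM final) in HEPES pH 7.5/NaCl/Tween 20/EDTA/TCEP; add compound; add FITC-PTAP peptide (50 nM final); incubate 20 min r.t.; read polarization.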
# p53null 39C kill = selectivity test: cytotoxicity in p53 null cells, nonpermissive temperature | actives 0.97% (n = 55,000) | H1299 p53-null (neo) cells, 39C, ATPlite viability, 24 h | AID 904 | Potency, µM (titrated, usually from 46.1 µM), for inactives: at the highest dose activity, negative = cell killing, actives largely listed as cytotoxic;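 also: potency is read from the fitted curve at half-maximal effect; 0% = DMSO only and -100% = full killing by 100 µM tamoxifen; nearly all actives have a fitted effect of over 50% in size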
#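 Temperature-shift cytotoxicity format: compound titrations on p53-null or A138V-expressing H1299 cells held 24 hr at 39C, cell ATP then measured, AC50 from Hill model.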
# NTMT1 inh = blocks human N-terminal methyltransferase 1 activity; Q9BV86; NTMT1 MTase-Glo SAH luminescence, purified enzyme; Potency, µM (series often up to 114 µM), without a hit: top-dose activity change, negative = inhibition, most hits filed as inhibitors; actives 2.5% (n = 59,000); AID 1645870;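 also: potency is read from the fitted curve at half-maximal effect; plate controls were DMSO vehicle for no effect and no enzyme for full effect; nearly all actives have a fitted effect of over 65% in size; many of its hits are not listed in these tables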
# Target sequence (Q9BV86 whole entry, looked up): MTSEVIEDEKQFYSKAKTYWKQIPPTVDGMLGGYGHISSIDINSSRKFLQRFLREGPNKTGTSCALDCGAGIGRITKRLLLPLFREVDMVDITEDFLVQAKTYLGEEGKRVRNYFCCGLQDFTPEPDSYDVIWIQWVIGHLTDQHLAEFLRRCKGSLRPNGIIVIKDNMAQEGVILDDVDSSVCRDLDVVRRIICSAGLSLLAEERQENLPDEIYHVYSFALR
# Starred values were filed as active, the others as inactive; u = inconclusive; [ ] = dose if it differs, or a comment. Calls follow the shape of the dose curve; as a rule, active = well fitted curve in the direction sought with a large enough effect; inconclusive = small, poorly fitted or top-dose-only effect, or another doubt; inactive = no such curve, though single readings can be large; an effect the other way counts as inactive or inconclusive. The list is partial. The share of hits here may be higher or lower than overall.
1. CCCCN(C)CCNC(=O)CN1C(=O)CSc2ccc(S(=O)(=O)N3CCCCC3)cc21
2. CCOC(=O)c1cccc(NC(=O)CN2C(=O)c3ccccc3Sc3ncccc32)c1
3. CC(=O)c1c(C)n(S(=O)(=O)c2ccc(Cl)cc2)c2ccc(NS(=O)(=O)c3ccc(Cl)cc3)cc12
4. COc1cc(NC(=O)CN(c2cc(C)cc(C)c2)S(=O)(=O)c2c(C)[nH]c(=O)[nH]c2=O)cc(OC)c1
5. CNC(=O)c1c(NC(=O)c2cc(=O)c3cc(C)c(C)cc3o2)sc2c1CCCC2
6. CCN(CC)CCNC(=O)Cn1cnc2sc(C)c(S(=O)(=O)N3CCC(C)CC3)c2c1=O
7. CCn1cc(C(=O)NCc2ccc(Cl)cc2)c(=O)c2cc(S(=O)(=O)N(C)C3CCCCC3)ccc21
8. O=C(CCC1N=C2c3ccccc3N=C(SCc3ccc(Cl)cc3)N2C1=O)N1CCN(c2ccccc2)CC1 (stereo unspecified)

screen / no.,1,2,3,4,5,6,7,8
p53null 32C kill,0%,8%,10%,5%,-4%,1%,13%,-5%
FH mod,3%,-38%,-16%,-5%,-13%,5%,-24%,-14%
GALK inhibitor,-1%,3%,2%,-2%,6%,2%,-2%,3%
B2AR arrestin ag,4%,0%,-2%,-2%,0%,0%,-1%,-2%
PTAP-TSG101 blk,5%,0%,-11%,-17%,1%,-6%,-2%,2%
p53null 39C kill,19%,-22%,28%,-27%,-6%,-1%,6%,-24%
NTMT1 inh,u,-2%,15%,13%,8%,-3%,2%,-3%

# The closing two compounds of the part above are carried over, then new ones follow.
7. CCn1cc(C(=O)NCc2ccc(Cl)cc2)c(=O)c2cc(S(=O)(=O)N(C)C3CCCCC3)ccc21
8. O=C(CCC1N=C2c3ccccc3N=C(SCc3ccc(Cl)cc3)N2C1=O)N1CCN(c2ccccc2)CC1 (stereo unspecified)
9. COc1ccc(CCNC(=O)CSc2nc(-c3ccc(F)cc3)cc(C(F)(F)F)n2)cc1OC
10. CCc1ccc(CN(Cc2cn[nH]c2-c2ccc(OC)cc2)C(=O)Nc2ccc(Br)cc2)cc1
11. COc1ccc(S(=O)(=O)c2cn(Cc3ccccc3)c3cc(F)c(F)cc3c2=O)cc1
12. Nc1c(C(=O)Nc2ccccc2F)sc2nc3c(cc12)CCCCCC3
13. O=C(Nc1cccc(C(F)(F)F)c1)C1CCN(S(=O)(=O)c2cccc3nsnc23)CC1
14. COc1ccc(-c2cc(C(F)(F)F)n3nc(C(=O)OC(C)C)cc3n2)cc1
15. CC1(C(=O)NC2CCCCC2)Cc2ccccc2C(=O)N1Cc1ccccc1Cl (stereo unspecified)
16. Cc1cc2n(n1)CCC(=O)N2Cc1ccc(C(=O)Nc2cc(Cl)ccc2C)cc1

screen / no.,7,8,9,10,11,12,13,14,15,16
p53null 32C kill,13%,-5%,-2%,-3%,u,1%,-4%,-10%,-4%,9%
FH mod,-24%,-14%,-12%,-27%,-9%,-3%,-52%,-4%,-3%,3%
GALK inhibitor,-2%,3%,3%,0%,0%,-13%,8%,-1%,-8%,2%
B2AR arrestin ag,-1%,-2%,-2%,-3%,1%,-2%,1%,-3%,0%,1%
PTAP-TSG101 blk,-2%,2%,1%,0%,-1%,-4%,1%,2%,1%,-4%
p53null 39C kill,6%,-24%,-25%,4%,-3%,-7%,5%,0%,-11%,-3%
NTMT1 inh,2%,-3%,-6%,3%,-2%,7%,u,10%,3%,12%

17. CC1CCN(C(=O)CSc2n[nH]c(-c3ccc(F)cc3)n2)CC1
18. COC(=O)c1cccc(CN2C(=O)SC(Nc3ccc(Cl)cc3)C2=O)c1 (stereo unspecified)
19. Cc1ccc(S(=O)(=O)N2CCc3cc(C(=O)Nc4ccc(Cl)cc4C)ccc32)cc1
20. CC1=C(C(=O)Nc2ccccc2C)C(c2cccs2)n2nc(SCc3cc(C)ccc3C)nc2N1 (stereo unspecified)
21. CCc1ccc(NCc2cc3ccc(OC)cc3n(CC(=O)Nc3ccc(F)cc3F)c2=O)cc1
22. Cc1ccc(-c2nnc(Nc3ccccc3)c3ccccc23)cc1S(=O)(=O)N1CCN(C)CC1
23. CC(=O)N1CCC2(CC1)OC(=O)C(C)=C2C(=O)Nc1cccc(Cl)c1C
24. COc1ccc(S(=O)(=O)c2nnn(-c3cccc(Cl)c3)c2N)cc1

screen / no.,17,18,19,20,21,22,23,24
p53null 32C kill,-10%,14%,-9%,-4%,-7%,43%[activator],-7%,6%
FH mod,11%,-4%,-12%,-11%,-12%,-3%,8%,1%
GALK inhibitor,-2%,2%,3%,-4%,-1%,0%,4%,3%
B2AR arrestin ag,0%,1%,-1%,-3%,-1%,0%,0%,-1%
PTAP-TSG101 blk,0%,2%,-2%,0%,-1%,-2%,1%,-4%
p53null 39C kill,-7%,-8%,-15%,-2%,-9%,-6%,-7%,-10%
NTMT1 inh,-2%,u,-2%,1%,u,4%,11%,6%

25. CCc1cccc(C)c1NS(=O)(=O)c1c(C(=O)N2CCC(C)CC2)c(C)n(C)c1C
26. Oc1c(C(c2ccccc2Cl)N2CCC(O)CC2)sc2nc(-c3ccco3)nn12 (stereo unspecified)
27. COc1cccc(-c2nc(S(=O)(=O)c3ccc(C)cc3)c(N3CCCCC3)o2)c1
28. O=C(CCC1N=C2c3ccccc3N=C(SCC(=O)Nc3ccc(F)cc3)N2C1=O)NCc1ccco1 (stereo unspecified)
29. Cc1ccc2ncc(C(=O)c3ccc(C)c(C)c3)c(S(=O)(=O)c3ccc(F)cc3)c2c1
30. COc1ccccc1CNC(=O)c1ccc(CSc2nc3ccncc3n2Cc2cccc(F)c2)cc1
31. Cc1c(C)n(Cc2ccccc2)c2ccc(C(=O)N3CCN(c4ccccc4F)CC3)cc12
32. COc1ccc(NC(=O)CSc2nc3c([nH]c4ccccc43)c(=O)n2-c2ccccc2)c(OC)c1

screen / no.,25,26,27,28,29,30,31,32
p53null 32C kill,-2%,-1%,-9%,-3%,26%,8%,15%,-3%
FH mod,-2%,0%,-26%,-12%,-12%,-18%,-23%,3%
GALK inhibitor,-1%,0%,2%,3%,6%,0%,0%,-6%
B2AR arrestin ag,0%,-4%,0%,-1%,-1%,-2%,2%,u
PTAP-TSG101 blk,-10%,-1%,1%,0%,0%,0%,1%,0%
p53null 39C kill,-10%,11%,1%,5%,40%[activator],-3%,2%,10%
NTMT1 inh,-1%,-22%,3%,0%,43%[activator],8%,u,-5%

# Sorted by heavy-atom count (falling): some entries from above
28. O=C(CCC1N=C2c3ccccc3N=C(SCC(=O)Nc3ccc(F)cc3)N2C1=O)NCc1ccco1 (stereo unspecified)
29. Cc1ccc2ncc(C(=O)c3ccc(C)c(C)c3)c(S(=O)(=O)c3ccc(F)cc3)c2c1
27. COc1cccc(-c2nc(S(=O)(=O)c3ccc(C)cc3)c(N3CCCCC3)o2)c1

screen / no.,28,29,27
p53null 32C kill,-3%,26%,-9%
FH mod,-12%,-12%,-26%
GALK inhibitor,3%,6%,2%
B2AR arrestin ag,-1%,-1%,0%
PTAP-TSG101 blk,0%,0%,1%
p53null 39C kill,5%,40%[activator],1%
NTMT1 inh,0%,43%[activator],3%

# Further structures:
33. CCc1ccc(NC(=O)CSc2nc(C)c(C(=O)Nc3ccc(Cl)cc3)c(-c3ccc(OC)cc3)c2C#N)cc1
34. CC(=O)NCc1nc2cccnc2n1Cc1ccccc1
35. O=C(c1cc(-c2ccc(Cl)cc2)n[nH]1)N1CCN(S(=O)(=O)c2ccc(Br)s2)CC1
36. CC(=O)c1ccc(NC(=O)c2nc(-c3ccccc3)n(-c3ccc(Cl)cc3)n2)cc1
37. CSCCC(NS(=O)(=O)c1ccc2c(c1)oc(=O)n2C)C(=O)NCCc1ccc(C)cc1 (stereo unspecified)
38. Cc1ccc(Cl)cc1NC(=O)c1cc(CN2CCCC2)on1
39. CCOc1ccc2nc(NC(=O)c3nc(SCc4ccccc4C)ncc3Cl)sc2c1
40. Cc1cccc(C)c1NC(=O)c1cc2sccc2n1Cc1ccc(F)cc1

screen / no.,33,34,35,36,37,38,39,40
p53null 32C kill,14%,5%,9%,-8%,-27%,-2%,-1%,-3%
FH mod,-1%,-21%,2%,-13%,0%,-4%,5%,-17%
GALK inhibitor,2%,-7%,6%,2%,3%,1%,1%,0%
B2AR arrestin ag,0%,-1%,0%,-2%,0%,-1%,1%,1%
PTAP-TSG101 blk,6%,-1%,0%,0%,-1%,-7%,5%,2%
p53null 39C kill,-3%,3%,-6%,-7%,6%,9%,-11%,u
NTMT1 inh,9%,-4%,10%,-12%,10%,-6%,14%,2%

41. COc1cccc2cc(S(=O)(=O)c3ccc(F)c(C)c3)c(=O)oc12
42. CC(=O)c1cccc(NC(=O)[C@H](Cc2ccccc2)N2Cc3ccccc3C2=O)c1
43. COc1ccc(-n2cnc3cc(C(=O)NCCC4=CCCCC4)ccc32)cc1
44. COC(=O)c1ccccc1NC(=O)CSc1nc(C)c(Cl)c(C)c1C#N
45. CC(C)c1ccc(S(=O)(=O)c2cnc(SCC(=O)Nc3ccc4c(c3)OCCO4)[nH]c2=O)cc1
46. CCc1ccccc1NC(=O)NCc1ccc2c(c1)CCN2C(=O)c1ccccc1
47. CCc1ccc(NCc2cc3ccc(OC)cc3n(CC(=O)Nc3ccc(C(C)C)cc3)c2=O)cc1
48. O=C(NCc1ccccc1F)C(=O)NCC(c1ccco1)S(=O)(=O)c1cccs1 (stereo unspecified)

screen / no.,41,42,43,44,45,46,47,48
p53null 32C kill,1%,-1%,63%[activator],-7%,-6%,-13%,-4%,-5%
FH mod,-6%,-9%,-33%,-24%,-21%,-12%,-15%,0%
GALK inhibitor,8%,0%,-1%,0%,1%,0%,0%,2%
B2AR arrestin ag,0%,-1%,-2%,-2%,0%,u,0%,-4%
PTAP-TSG101 blk,-3%,-9%,1%,0%,-10%,1%,2%,-4%
p53null 39C kill,-4%,-19%,-2%,3%,-9%,-13%,8%,15%
NTMT1 inh,11%,20%,-3%,6%,-6%,4%,-5%,7%

49. O=C(CSCn1nnc2c(=O)[nH]c(Cc3ccc(F)cc3)nc21)Nc1ccccc1
50. COc1ccc(-n2ccn(CC(=O)Nc3ccccc3C(F)(F)F)c(=O)c2=O)cc1OC
51. COCCNC(=O)Cn1nc(-c2ccccc2)c2ccccc2c1=O
52. Cc1cc(C)cc(N2C(=O)CSC23C(=O)N(Cc2c(F)cccc2Cl)c2ccccc23)c1 (stereo unspecified)

screen / no.,49,50,51,52
p53null 32C kill,-1%,4%,-13%,38%[activator]
FH mod,2%,-20%,2%,u
GALK inhibitor,-9%,-3%,1%,1%
B2AR arrestin ag,-1%,0%,2%,0%
PTAP-TSG101 blk,-1%,1%,-2%,-2%
p53null 39C kill,-8%,-9%,2%,45%[activator]
NTMT1 inh,2%,-3%,3%,7%
